Screening data deposited in PubChem BioAssay by several laboratories.
FID counter: displaces DNA intercalator in HCV helicase counter-screen; DNA fluorescent intercalator displacement, fluorescence; inhibition, % at 7.9 µM; 290,000 compounds, 0.17% hits; in the data active = inhibition above about 37%;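 also: 0% = vehicle and 100% = reference compound; higher means more ethidium bromide displaced from hairpin DNA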
p-CIP stab down: compounds decreasing mouse p/CIP protein stability. Q05BA5. F442A p/CIP-EGFP cells, EGFP fluorescence, 16 h. decrease of EGFP signal, % at 10 µM. 290,000 compounds, 0.01% hits;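 active = EGFP signal decrease of at least 30% at 10 µM or well 3 SD below plate mean, unless failing retest; inactive = the rest, including hits failing retest or dose response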; also: some compounds called inactive have numbers as strong as hits; many of its hits are not listed in these tables
UBC9 SUMO inh: inhibitors of human SUMOylation (UBC9). HTRF SUMOylation assay, SAE1/SAE2 + UBC9, in vitro. inhibition, % at 35 µM. 290,000 compounds, 0.36% hits. AID 2006; in the data active = inhibition above about 50%, passing the limit was not always enough; also: strong numbers were not always called active
MEKK3 PB1 HTS: MEKK3-MEK5 PB1 interaction, increase or decrease; Q99759; bead-based flow cytometry, Alexa488-MEK5 binding to MEKK3; actives lie on both sides; 0 = blocked by unlabeled MEK5, 100 = vehicle; binding response (% of control), % at 10 µM; 290,000 compounds, 1.4% hits;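 active = binding response more than 3 SD above or below the average of its plate-row segment, actives on both sides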;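 also: Alexa488 bead fluorescence after subtracting the streptavidin-only scavenger bead signal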
IDE act: IDE (human) activation, cell-based; P14735; HEK cells, FAbeta-B cleavage, fluorescence polarization; 0% vehicle, 100% cell-free pure enzyme wells; activation, % at 5.96 µM; 340,000 compounds, 0.073% hits; AID 493087;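 active = activation above the mean of all tested compounds plus 3 SD, set per screening campaign, cut at about 17% in these data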
PHOSPHO1 block: blocks human PHOSPHO1 phosphatase activity; Q8TCT1; AID 1565; 290,000 compounds, 1.1% hits; inhibition, % at 13.3 µM; recombinant PHOSPHO1, absorbance phosphatase assay; in the data active = inhibition above about 60%
IMP-1 inh: blocks Pseudomonas aeruginosa IMP-1 metallo-beta-lactamase; purified IMP-1, nitrocefin hydrolysis, epi-absorbance fluorescence; inhibition, % at 5.6 µM; 290,000 compounds, 0.45% hits; AID 1556;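 active = inhibition above the mean plus 3 SD of all compounds in the same screening run, cut at about 4.5% in these data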;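 also: 0% = IMP-1 with DMSO and 100% = DMSO wells lacking enzyme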
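Material – recombinant IMP-1 enzyme, purified · Amount – IMP-1 0.2 nM before substrate addition · Medium – HEPES buffer pH 7.1 with ZnSO4 and Brij 35 · Timing – 25 °C, 15 min preincubation, 25 min reaction · Measured by – plate fluorescence quenching by hydrolysis product, ex 480/em 530 nm · Read-out – percent enzyme inhibition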
NS3 helicase inh: HCV NS3 helicase inhibition; AID 1800; 290,000 compounds, 0.56% hits; NS3 helicase DNA unwinding, Cy5 molecular beacon fluorescence; inhibition, % at 10.9 µM;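 active = inhibition above the mean of all tested compounds plus 3 SD, set per campaign, cut at about 35% in these data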;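 also: 0% = DMSO wells and 100% = thioflavine S control wells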
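assay system = NS3 helicase fragment of HCV | buffer or medium = MOPS pH 6.5, MgCl2, DTT, Tween20, BSA | timing = 60 min unwinding reaction at 25 °C after ATP addition | signal = Cy5 beacon fluorescence read at start and 1 h | read-out basis = % inhibition of unwinding | control set = low DMSO, high thioflavine S at 110 µM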
VIM-2 inhibitor: blocks Pseudomonas aeruginosa VIM-2 metallo-beta-lactamase | purified VIM-2, nitrocefin hydrolysis, epi-absorbance fluorescence | inhibition, % at 5.6 µM | 290,000 compounds, 0.89% hits | AID 1527;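 active = inhibition above the mean of all tested compounds plus 3 SD, cutoff set per screening run, cut at about 7.5% in these data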;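 also: red hydrolysis product quenches plate fluorescence so inhibitors raise well fluorescence; 0% = enzyme with DMSO and 100% = DMSO without enzyme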
An asterisk follows results filed as active; · = not tested or not shown. This is a subset; rates above refer to the full screens.

Screens in order: FID counter	p-CIP stab down	UBC9 SUMO inh	MEKK3 PB1 HTS	IDE act	PHOSPHO1 block	IMP-1 inh	NS3 helicase inh	VIM-2 inhibitor
CC(=O)c1ccc(NC(=S)N2CCN(CCN3C(=O)c4cccc5cccc(c45)C3=O)CC2)cc1
→ -1	-7	4	99	3	-14	-2.2	5	0.0
CCOC(=O)c1sc(NC(C)=O)c(C(=O)OCC)c1C
→ -5	2	5	107	-1	-4	-1.2	0	-3.1
Cc1cc(Cl)c(OCCOCCN2CCC(C)CC2)c(Br)c1
→ 12	-14	3	102	1	-6	-1.7	-29	-1.4
CCOC(=O)c1cnn2c(C)cc(-c3ccccc3)nc12
→ -4	-15	36	97	0	-13	-2.8	-7	1.4
COc1ccc(-c2noc(CCCC(=O)NC3CCCCC3)n2)cc1OC
→ -34	-11	10	98	2	28	-2.3	-11	-2.0
COC(=O)c1cc(S(=O)(=O)N(C)Cc2ccco2)c[nH]1
→ 3	-4	11	100	-2	32	-1.1	3	-0.9
c1ccc(-c2nnc(CN3CCN(c4ccccc4)CC3)o2)cc1
→ -14	2	-3	99	4	-45	-1.6	7	-0.7
O=S(=O)(c1cc(F)ccc1F)N1CCN(c2ccccn2)CC1
→ -7	-7	-8	102	7	·	-1.0	1	-1.0
CN1CC2([N+](=O)[O-])CC=C(OCCO)C([N+](=O)[O-])(C1)C2 (configuration not stated)
→ -4	8	-2	95	6	-4	-0.8	2	1.2
Cc1ccc(C)c(Nc2cc(C(=O)NCc3cccnc3)c3ccccc3n2)c1
→ -11	4	-3	100	7	12	-2.4	-18	-0.6
Cn1c(SCC(=O)NNC(=O)c2ccc(Cl)cc2)nnc1-c1cccnc1
→ -5	-23	3	91	4	-6	-2.2	-6	-4.0
O=C(CCN1C(=O)c2ccccc2C1=O)N1CCOCC1
→ 1	-12	16	89	-3	3	-3.8	3	-4.6
Cc1cccc(NC(=O)c2cc(S(=O)(=O)N3CCc4ccccc43)cn2C)c1C
→ -28	1	35	99	-4	23	-1.3	5	-3.8
Cc1cc(C(=O)N2CCN(C(c3ccccc3)c3ccccc3)CC2)on1
→ ·	-3	16	95	-3	-9	·	·	·
CCOC(=O)COn1c(=O)c(=O)n(OC)c2ccccc21
→ 2	-4	2	105	2	8	-3.9	-1	-4.2
CCOc1ccc(OCC)c(NC(=O)CSc2nnc(Cn3cnc4ccccc43)n2C)c1
→ -25	1	9	102	-1	-10	-5.0	6	-2.2
O=C(NCc1ccc2c(c1)OCO2)C1CC(=O)N(c2ccc(Cl)cc2)C1 (configuration not stated)
→ -11	-13	-4	99	0	19	-3.0	-5	-2.2
Cc1cc(-c2nn(-c3ccccc3F)cc2CN2CCCC(O)C2)c(C)s1 (configuration not stated)
→ 12	-22	-5	94	3	54	-0.3	-15	0.2
O=C(C1CCC(Cn2c(=S)[nH]c3ccccc3c2=O)CC1)N1CCOCC1 (configuration not stated)
→ -12	-5	10	100	4	2	-3.7	-8	-2.0
COc1cc(C(C#N)N2CCC(c3ccccc3)=N2)ccc1O (configuration not stated)
→ -2	-8	-2	102	-2	37	-3.2	-8	-2.4
CSCCC(NC(=O)c1ccc([N+](=O)[O-])cc1Cl)C(=O)OCC(=O)NC1CCCC(C)C1C (configuration not stated)
→ -23	-2	-26	101	4	2	-2.8	8	-2.3
O=C(NCc1ccco1)c1ccccc1-c1nc(-c2ccccc2)no1
→ -12	3	0	104	2	-9	-1.1	3	-2.6
Cn1c(=O)c2c(nc(N/N=C/c3cccs3)n2Cc2ccccc2)n(C)c1=O
→ -6	4	-19	93	0	-21	-3.3	11	-1.8
CCC(C)c1ccccc1NC(=S)Nc1cccnc1 (configuration not stated)
→ -1	-22	11	100	4	6	-2.7	-8	-0.8
N#Cc1nc(COc2ccc(Cl)cc2)oc1N1CCCCCC1
→ -16	-9	6	104	4	-1	0.3	4	-1.7
Cn1c(N)c(S(=O)(=O)N2CCN(c3ccccc3F)CC2)c(=O)n(C)c1=O
→ 0	-6	13	99	5	9	-0.5	-4	-2.9
Cc1cc(/C=C(\C#N)C(=O)Nc2ccccc2)c(C)n1-c1cccnc1
→ -10	-18	15	94	1	-4	-2.8	-3	-2.6
COc1ccc(S(=O)(=O)N2CCc3ccccc32)cc1C(=O)Nc1cccnc1
→ -15	-9	14	96	-1	25	-2.8	-5	-1.0
CSc1ccccc1OCc1cc(C(=O)N2CCC(Oc3cccnc3)CC2)no1
→ -32	-4	-1	99	1	13	0.2	-13	-1.6
CCC(Oc1ccccc1)C(=O)Nc1ccc(-c2nnc(-c3ccco3)o2)cc1 (configuration not stated)
→ -33	-10	-5	80	1	18	-1.8	-7	-2.0
CC(C)(CO)N1CCN(C(=S)Nc2ccccc2)CC1
→ -2	-7	29	107	-1	20	-1.1	-6	-0.5
CCC(=O)NC1OC(CO)C(O)C(O)C1O (configuration not stated)
→ 1	-4	8	101	5	41	-1.6	20	-0.9
CC1(C)Cc2nc3sc4c(=O)n(CC(N)=O)cnc4c3cc2CO1
→ 6	-3	-18	94	3	14	-0.3	-5	1.0
O=C(Nc1ccc2snnc2c1)N1CCOCC1
→ -4	-2	19	104	2	2	-2.8	-6	-1.4
COc1cc(C2C(C#N)=C(N)Oc3c2ccc2ccccc32)ccc1OCC(=O)Nc1ccccc1C (configuration not stated)
→ -17	5	4	103	1	22	-0.4	-19	-1.2
CN1CCN(c2nc3c(c(=O)[nH]c(=O)n3C)n2CCCSc2nnnn2-c2ccccc2)CC1
→ 6	3	-2	99	2	26	-3.0	2	0.6
O=C(Nc1cccc(S(=O)(=O)N2CCCC2)c1)c1ccc2c(=O)n3c(nc2c1)CCCCC3
→ -4	-4	9	99	-2	4	-0.2	2	-1.1
Cc1ccc(C2=Nc3ccc(Br)cc3C(c3ccncc3)=NN2)cc1
→ -1	-9	-2	103	1	-12	-2.4	-4	-2.8
CS(=O)(=O)NCc1csc(-c2ccccc2)n1
→ 3	-2	10	103	7	3	-1.0	-2	0.7
CCn1nc(NS(=O)(=O)c2ccc(NC(C)=O)cc2)c2cc3ccccc3nc21
→ -14	-5	1	100	-5	65*	-2.6	9	-3.7
COc1ccc(Nc2nc(-c3sc(C)nc3C)cs2)cc1
→ -20	3	-17	101	-2	19	-0.2	0	-1.5
COc1cccc(NC(=O)CNC(=O)Cn2cnc3sc(C)c(C)c3c2=O)c1
→ -19	-5	-2	100	7	20	-1.2	3	-0.4
CC(=O)N1CCc2cc(Br)cc(S(=O)(=O)CCC(=O)N3CCN(c4ccccn4)CC3)c21
→ -21	8	0	99	8	23	-2.0	-3	-1.6
CN(C)C=Nc1ncc2c3ccccc3n(CCN(C)C)c2c1C#N
→ 27	-2	26	102	5	11	2.0	10	1.4
CCc1cc2ccc(OC)cc2nc1SCC(=O)NNC(C)=O
→ -13	-10	14	135*	1	29	-1.7	-4	-2.2
CCOC(=O)c1nc(-c2ccccc2)oc1N1CCOCC1
→ -11	-3	40	99	-4	7	-1.2	-16	-1.8
CCOC(=O)c1c(C)[nH]c(C)c1S(=O)(=O)N(C)CC(=O)Nc1ccccc1F
→ -24	-1	5	98	3	30	-1.5	0	-0.5
COC(=O)c1ccc(NC(=O)CSC2=NCCN2)cc1
→ 2	9	12	102	3	-9	-3.4	-5	-2.0
Cc1ccc(-n2nnc3c(SCC(=O)NCC4CCCO4)ncnc32)cc1 (configuration not stated)
→ -6	-10	0	99	-5	4	-0.4	-1	-2.8
CCCCc1ccc(NC(=S)N2CCC(O)CC2)cc1
→ -1	2	0	104	1	8	-2.2	-7	-3.4

New compounds follow.
Screens in order: FID counter	p-CIP stab down	UBC9 SUMO inh	MEKK3 PB1 HTS	IDE act	PHOSPHO1 block	IMP-1 inh	NS3 helicase inh	VIM-2 inhibitor
CCOC(=O)C1CCCN(c2cc(C)nc3cc(-c4ccc(Cl)cc4)nn23)C1 (configuration not stated)
→ -6	9	-36	119	0	-11	-5.4	-2	-3.4
O=C(COc1ccccc1Cl)NC(=S)Nc1ccc(CN2CCOCC2)cc1
→ -2	1	-2	110	2	-3	-3.3	-8	-3.3
CC(=C/C(=O)O)/C(=C\c1ccc(Br)o1)C(=O)O
→ -16	-13	17	104	7	28	-2.5	7	-1.2
CCCN1C=CC(=CC=C(C#N)C#N)C=C1
→ 5	-93	-28	105	-32	25	-3.2	2	-4.6
Cc1c(CN2CCC(CO)(Cc3cccc(C(F)(F)F)c3)CC2)c2ccccc2n1C
→ 11	16	-6	108	-3	44	-0.3	-51	-0.9
O=C(CN(Cc1ccccc1Cl)C(=O)CNS(=O)(=O)c1ccccc1)NCC1CCCO1 (configuration not stated)
→ -27	-2	5	104	3	8	-0.6	7	-1.3
Cc1[nH]c2ccccc2c1/C=C/c1nc2ccccc2c(=O)n1-c1cccc([N+](=O)[O-])c1
→ 8	1	29	90	6	-15	1.0	6	0.1
CCOC(=O)CSc1nnc(Cc2cc(=O)[nH]c(=O)[nH]2)n1-c1ccc(Cl)cc1
→ -14	-4	22	95	3	11	-4.7	-5	-2.6
Cc1ccc(NC(=O)Nc2ccc3oc(C)nc3c2)cc1
→ -4	-8	-16	105	3	42	-1.1	-2	1.2
COC(=O)C1CCN(Cc2cc(=O)oc3cc(C)c(Cl)cc23)CC1
→ -31	-2	16	107	1	20	-1.0	1	1.9
